Growth percent in the NCI-60 one-dose screen (48 h, 10 µM unless noted): 100 = growth as untreated, 0 = no growth, -100 = all killed.
K-562 = K-562 leukemia; actives 7.4% (n = 78,000); AID 1794777
SR = SR leukemia cells | actives 8.7% (n = 73,000) | AID 1794780
MOLT-4 = MOLT-4 leukemia cells. actives 6.9% (n = 80,000)
CCRF-CEM = CCRF-CEM leukemia; AID 1794778; actives 7% (n = 77,000)
HOP-62 = HOP-62 NSCLC; actives 3.9% (n = 80,000); AID 1794735
MDA-MB-435 = MDA-MB-435 melanoma | actives 7.8% (n = 82,000)
RPMI-8226 = RPMI-8226 leukemia cells. actives 7.5% (n = 77,000). AID 1794781
HOP-92 = HOP-92 NSCLC cells; actives 6.3% (n = 71,000); AID 1794738
The depositor's hits bear a star; nt = not tested or not shown; & = joins results of further samples; ! = repeats disagree. Rule for the calls: active = growth percent below 10; inactive = the rest.

SMILES	K-562	SR	MOLT-4	CCRF-CEM	HOP-62	MDA-MB-435	RPMI-8226	HOP-92
Cc1ccc(C)c2c1sc1nc(Oc3ccc(Cl)cc3)c(C#N)c(=N)n12	70	106	78	77	101	99	67	50
C=CCn1c(SC/C(=N\O)c2ccccc2)nnc1-c1c[nH]c2ccccc12	97	110	97	99	90	106	100	95
O=C(/C=C/C(=O)Nc1ccc(F)cc1F)Nc1ccc(F)cc1F	136&108	nt	99&102	93	99&108	106&102	93&105	101&98
O=C1NN(C(=O)c2ccc(O)cc2)C(c2ccccc2)=N/C1=C\c1ccc(F)cc1	58	69	15	nt	106	98	69	77
NCCN(CCc1ccccc1)CCc1ccccc1	88	75	86	98	95	98	95	54
CCOC(=O)c1c2c(n(-c3ccccc3)c1-c1ccccc1)C=CC(C(C)(C)C)C2 (stereo not given)	85	99	84	97	92	103	81	75
CC1(C)CC(=O)C2=C(C1)OC1=C(C(=O)CC(C)(C)C1)C2c1cccc([N+](=O)[O-])c1	93	92	101	94	92	103	90	87
Cc1cccc(C)c1N1C(N)=NC(N)=NC1(C)C	93	102	103	101	99	94	107	95
C/C(=N\NC(=O)c1sc(=S)n(-c2ccc(Cl)cc2)c1N)c1cnccn1	69	70	67	84	95	90	99	87
Cc1[nH]nc2c1C(c1cc3c(cc1Br)OCO3)C(C#N)=C(N)O2 (stereo not given)	90	84	101	nt	111	107	120	96
CC(C)(C)c1ccc(OCc2nc3ccccc3n2-c2cccc(NS(C)(=O)=O)c2)cc1	109&51	95&54	101&42	99&75	93&112	106&92	107&73	106&65
CC(=O)c1ccc(N=Nc2c(Nc3ccccc3)[nH][nH]c2=O)cc1	nt	nt	nt	nt	112	96	102	114
CCCNC1=CC(=O)c2ccccc2C1=O	88	91	84	106	91	108	100	85
O=C(CSCC(=O)N/N=C/c1ccccc1O)N/N=C\c1ccccc1O	11	4.0*	-4.9*	3.4*	25	51	nt	nt
CSc1nccc(-c2c(-c3ccc(F)c(OCCc4ccc(F)cc4)c3)nc3sccn23)n1	nt	nt	nt	80	94	52	39	73
O=[N+]([O-])c1cccc(OCCOc2cccc([N+](=O)[O-])c2)c1	111	109	114	115	85	108	nt	nt
O=C(O)c1c(Cl)c(Cl)c(Cl)c(Cl)c1-c1c2cc(I)c(=O)c(I)c-2oc2c(I)c(O)c(I)cc12	92&113&112	98	91&106&110	51&101&104	125&104&108	110&113&104	32&91&114	-9.8*!
COc1cc2nc(Cl)nc(Nc3cccc(C(=O)/C=C/c4ccc(Br)cc4)c3)c2cc1OC	36	15	37	31	98	90	-2.2*	84
Cc1ccc(S(=O)(=O)N2CCN(c3nc(-c4ccccc4)nc4nc(-c5ccccc5)oc34)CC2)cc1	99	96	105	98	103	103	110	108
CCn1c(-c2ccc(OC)c(OC)c2)cc(-c2cccn2C)c(C#N)c1=O	37	100	103	56	90	109	90	71
c1ccc(-c2cc(-c3ccccc3C3CC3)no2)cc1	77	95	92	99	90	95	88	102
O=C(Cc1ccccc1)C(F)(F)F	94	95	83	98	102	104	106	104
O=c1[nH]nc(-c2ccc(Cl)c(Cl)c2)cc1Cc1ccc([N+](=O)[O-])cc1	100	88	90	92	91	101	92	100
CN(C(=O)NCc1cccc(F)c1Cl)[C@H](COC(=O)Nc1cc2ccccc2cn1)CC(O)CO (stereo not given in full)	91	nt	95	65	65	104	119	28
CCOC(=O)C1=C(C)N=C2Sc3cccc(Cl)c3N2C1c1ccccn1 (stereo not given)	102	92	104	92	66	101	93	87
COc1ccc(S(=O)(=O)NCCNc2nccc(-n3cnc4ccccc43)n2)cc1	93	89	93	102	95	97	94	75
O=C(/C=C/c1ccccc1)c1ccc(Nc2nc(NCCO)nc(N3CCOCC3)n2)cc1	56	13	75	94	89	83	22	90
COc1nccnc1NS(=O)(=O)c1ccc(NC2=C(Cl)C(=O)c3ncccc3C2=O)cc1	41	105	97	89	108	107	98	115
Fc1ccc(-n2cc(COc3ncnc4c3cnn4-c3ccccc3)nn2)cc1	93	106	94	100	72	104	nt	107
CC1=C/C(=C(\c2cc(C)c(O)c(C(=O)O)c2)c2c(Cl)cccc2Cl)C=C(C(=O)O)C1=O	114	102	102	103	97	108	102	93
COc1c(Br)cc(CO)c([N+](=O)[O-])c1OC	95	101	92	109	92	112	105	89
CC1[C@@H]([C@@H]2C[C@H]2c2ccccc2)[C@@H]1CCO (stereo not given in full)	102	99	96	100	92	101	98	89
CCCCCCCCCC1CCN(C(c2ccc(NC(C)=O)cc2)c2ccc(NC(C)=O)cc2)CC1	99	98	82	68	92	111	99	82
COc1ccc(C2C3Cc4cc(OC)c(OC)cc4C3=NN2C(=O)Nc2ccc(F)cc2)cc1OC (stereo not given)	82	92	85	86	101	97	83	88
CC1=NN(c2cccc(Cl)c2)C(=O)/C1=C\c1cn(CC(O)Cn2cc(/C=C3\C(=O)N(c4cccc(Cl)c4)N=C3C)c3ccccc32)c2ccccc12	101	96	104	106	nt	106	109	122
N#Cc1c(N2CCCCC2)nc2c(c1C#N)CCc1ccccc1-2	93	82	101	118	108	107	98	96
O=C(O)CCNC(=O)CCc1nc2c(=O)[nH]c(=S)[nH]c2[nH]c1=O	101	128	102	93	99	104	100	100
COc1c(/C(C)=N/N=c2sc(C(C)=O)nn2-c2ccc([N+](=O)[O-])cc2)c(Oc2ccccc2)c(OC)c2occc12	84	94	93	84	99	103	102	83
CC(C)NC(=S)Nc1c(N)[nH]c(=O)[nH]c1=O	113	128	108	93	107	116	nt	nt
COc1ccc(CC(=O)NCCc2ccccc2)cc1OC	42	93	51	100	102	109	88	94
Oc1ccccc1C=NCc1ccccc1	107	105	108	94	87	98	101	91
O=C1CCN(Cc2ccc(Cl)cc2Cl)C(=O)N1	121	nt	110	98	96	112	104	nt
O=c1[nH]c2ccccc2c2c1C(c1ccc(Cl)cc1)c1c(ncn3nc(-c4ccco4)nc13)O2 (stereo not given)	103	112	106	98	97	101	107	89
O=C(Nc1ccc(C2=NCCN2)cc1)c1ccc(C(=O)Nc2ccc(C3=NCCN3)cc2)c([N+](=O)[O-])c1	67&72	105	111&73	133&76	88&113	107&89	91&50	122&81
Nc1[nH]c(=O)sc1N=Nc1cccc2c1C(=O)c1ccccc1C2=O	98	100	91	81	90	106	92	86

Entries of single compounds as entered above.
`O=C(Cc1ccccc1)C(F)(F)F` is listed with K-562 = 94; SR = 95; MOLT-4 = 83; CCRF-CEM = 98; HOP-62 = 102; MDA-MB-435 = 104; RPMI-8226 = 106; HOP-92 = 104
`CSc1nccc(-c2c(-c3ccc(F)c(OCCc4ccc(F)cc4)c3)nc3sccn23)n1` is listed with K-562 = nt; SR = nt; MOLT-4 = nt; CCRF-CEM = 80; HOP-62 = 94; MDA-MB-435 = 52; RPMI-8226 = 39; HOP-92 = 73

Additional entries:
SMILES	K-562	SR	MOLT-4	CCRF-CEM	HOP-62	MDA-MB-435	RPMI-8226	HOP-92
CCC(C)CC(CC)NCCN1CCN(C(CC)CC(C)CC)C1=S (stereo not given)	nt	nt	38	24	29	27	-46*	nt
CS(=O)(=O)Oc1ccc(C(=O)CC2(O)C(=O)Nc3ccccc32)cc1 (stereo not given)	92	100	101	106	97	107	105	51
CC(=O)ON1CCCC(P(=O)(OCOC(=O)C(C)(C)C)OCOC(=O)C(C)(C)C)C1=O (stereo not given)	3.7*	-22*	-25*	-7.6*	5.4*	27	-48*	-6.7*
CCCCCCCCCCOC(=O)c1ccc(OC)cc1	103	85	93	103	82	107	101	96
N#Cc1c(-c2ccco2)nc(SCC(O)CN2CCOCC2)[nH]c1=O (stereo not given)	115	111	114	99	94	110	103	88
Cc1cc(=O)nc2sc(-c3ccc(Cl)cc3)nn12	89	101	96	104	99	94	96	101
CNC(=O)Oc1ccc2c(c1)[C@]1(C)CCN(C)[C@@H]1N2C	109	106	101	98	105	109	98	89
CCOC(=O)c1c(C)[nH]c2ccc(NS(=O)(=O)c3ccc4c(c3)CN(C(=O)C(F)(F)F)CC4)cc2c1=O	97	95	101	106	94	101	110	87
CCOC(=O)c1c(C)oc2ncnc(Nc3ccc(OCc4ccc(Cl)cc4)cc3)c12	84	92	109	110	98	104	111	107
Cc1cc(C)nc(NS(=O)(=O)c2ccc(N/C(N)=N/c3nccc(-c4ccc(Cl)cc4)n3)cc2)n1	83	88	86	95	98	105	86	108
CC(C)(C)c1ccc(C(C)(C)C)cc1	105	nt	110	111	89	94	53	nt
CC1=N/C(=C\c2ccc(Br)cc2)C(=O)O1	99	111	101	120	108	93	105	93
Cc1ccc(-c2ccc(SCC(=O)Nc3ccc(S(N)(=O)=O)cc3)nn2)cc1	102	104	104	97	108	112	104	116
CCCCN(CCCC)C(=N)c1ccc(OC)c(OC)c1	nt	103	94	91	81	98	nt	66
CC1=NN(c2cccc(Cl)c2)C(=O)/C1=C\c1cn(C(=O)c2c(Cl)cccc2Cl)c2ccccc12	121	nt	78	107	93	109	nt	76
O=C(Nc1ccc(Cl)cc1)C1CCCN(C(=O)c2cccc(-c3ccco3)c2)C1 (stereo not given)	41	49	38	53	95	74	43	59
BrCCN1CCOC1=Nc1ccccc1	106	99	100	91	99	95	95	90
COc1ccc(Oc2nc(Nc3ccc(N4CCOCC4)cc3)ncc2NC(=O)Cc2cc(OC)cc(OC)c2)cc1	98	87	101	105	99	105	89	96
C=CCN(CC=C)C1=CC(=O)C(=O)c2ccccc21	86	90	89	99	81	106	93	98
O=C(C1=Cc2cccn2Cc2cnnn21)c1ccc(-c2ccccc2)cc1	49	54	94	93	103	23	94	105
O=C1CCCc2ccccc21	112	nt	107	94	87	100	101	98
N#CCS(=O)(=O)c1cccc[n+]1[O-]	90	108	97	nt	113	97	112	140
COc1ccc(/C=C2\N=C(c3ccccc3)N(c3cc(OC)c(OC)cc3C(=O)N3N=C(C)CC3=O)C2=O)cc1O	97	109	75	129	96	107	78	101
CCOc1cc(/C=C/C(=O)C(C(=O)/C=C/c2ccc(OC(=O)CNc3nnc(C)s3)c(OCC)c2)C(=O)CNc2nnc(C)s2)ccc1OC(=O)CNc1nnc(C)s1	-42*	nt	-34*	nt	3.6*	-8.1*	-68*	-26*
COc1ccc(C2=NOC(C(=O)N3CCOCC3)C2)cc1OC1CCCC1 (stereo not given)	100	87	104	116	100	112	108	95
C/C(=C(/c1ccccc1)c1ccc(N2C(=O)c3cccc4c(NC5CCCCC5)ccc(c34)C2=O)cc1)c1ccccc1	83	81	92	89	100	98	101	79
CC1C(=NC(=O)c2cnccn2)C(C)C(c2ccc(Cl)cc2)NC1c1ccncc1 (stereo not given)	nt	126	78	79	98	97	69	nt

By substructure, those above containing an NH in an aromatic ring.
SMILES	K-562	SR	MOLT-4	CCRF-CEM	HOP-62	MDA-MB-435	RPMI-8226	HOP-92
C=CCn1c(SC/C(=N\O)c2ccccc2)nnc1-c1c[nH]c2ccccc12	97	110	97	99	90	106	100	95
Cc1[nH]nc2c1C(c1cc3c(cc1Br)OCO3)C(C#N)=C(N)O2 (stereo not given)	90	84	101	nt	111	107	120	96
CC(=O)c1ccc(N=Nc2c(Nc3ccccc3)[nH][nH]c2=O)cc1	nt	nt	nt	nt	112	96	102	114
O=c1[nH]nc(-c2ccc(Cl)c(Cl)c2)cc1Cc1ccc([N+](=O)[O-])cc1	100	88	90	92	91	101	92	100
O=C(O)CCNC(=O)CCc1nc2c(=O)[nH]c(=S)[nH]c2[nH]c1=O	101	128	102	93	99	104	100	100
CC(C)NC(=S)Nc1c(N)[nH]c(=O)[nH]c1=O	113	128	108	93	107	116	nt	nt
O=c1[nH]c2ccccc2c2c1C(c1ccc(Cl)cc1)c1c(ncn3nc(-c4ccco4)nc13)O2 (stereo not given)	103	112	106	98	97	101	107	89
Nc1[nH]c(=O)sc1N=Nc1cccc2c1C(=O)c1ccccc1C2=O	98	100	91	81	90	106	92	86
N#Cc1c(-c2ccco2)nc(SCC(O)CN2CCOCC2)[nH]c1=O (stereo not given)	115	111	114	99	94	110	103	88
CCOC(=O)c1c(C)[nH]c2ccc(NS(=O)(=O)c3ccc4c(c3)CN(C(=O)C(F)(F)F)CC4)cc2c1=O	97	95	101	106	94	101	110	87

High-throughput results: PubChem BioAssay, NCI
